Compound activity deposited in PubChem by several laboratories.
JMJD2C inh: human JMJD2C demethylase inhibition; Q9H3R0; GST-JMJD2C(1-420) H3K9me3 demethylation, DELFIA europium; inhibition, % at 2.35 µM; hit rate 0.069% among 330,000; AID 2099;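 active means more than half of a compound's replicate wells show inhibition beyond 50%, single wells judged on their own value; inconclusive means some, but no more than half, of replicates pass 50% inhibition; inactive means no replicate passes 50% inhibition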;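 further: signal counts dimethyl H3K9 product captured on neutravidin plate; 0% = median of DMSO wells and 100% = 0.3 times that DMSO median; strong numbers were not always called active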
Target sequence (Q9H3R0 1-420 limits assumed): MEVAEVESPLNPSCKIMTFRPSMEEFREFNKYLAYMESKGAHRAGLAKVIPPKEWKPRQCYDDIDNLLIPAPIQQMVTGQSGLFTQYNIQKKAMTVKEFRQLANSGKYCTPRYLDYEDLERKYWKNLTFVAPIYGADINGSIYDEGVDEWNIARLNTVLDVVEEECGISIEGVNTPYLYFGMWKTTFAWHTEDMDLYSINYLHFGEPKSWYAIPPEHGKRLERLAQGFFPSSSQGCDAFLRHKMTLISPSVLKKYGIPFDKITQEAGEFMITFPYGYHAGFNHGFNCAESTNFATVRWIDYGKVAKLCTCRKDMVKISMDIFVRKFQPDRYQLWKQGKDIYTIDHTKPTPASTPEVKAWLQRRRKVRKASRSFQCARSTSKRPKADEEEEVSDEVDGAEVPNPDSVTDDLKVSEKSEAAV
CIT2 TOR yeast: alters CIT2-GFP fluorescence in TOR pathway yeast screen | hit rate 0.065% among 320,000 | S. cerevisiae CIT2-GFP strain, flow cytometry, 3 h; 100 means same as DMSO wells | GFP response vs DMSO, % at 10 µM | AID 2029;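 active means GFP response relative to DMSO above a set limit, near the screen mean plus 3 SD, cut at about 150% in these data; inconclusive means Fewer than 70 cells measured for a yeast strain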;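 further: ratio of well median GFP fluorescence to mean of DMSO wells on the plate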
GRK2 aptamer HTS: human GRK2 inhibition via aptamer displacement | P25098 | hit rate 0.59% among 330,000 | bead flow cytometry, FAM-aptamer displacement from GRK2 | AID 488847 | inhibition of aptamer binding, % at 10 µM;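 active means inhibition of aptamer binding above 40%, roughly 3 SD of noise, on plates passing a quality check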;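 further: median bead fluorescence of bound FAM aptamer so fluorescent compounds give negative values; no value below 0 was filed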
MEP2-GFP yeast: yeast TOR pathway MEP2-GFP modulation | GFP response vs DMSO, % at 10 µM | S. cerevisiae MEP2-GFP strain, flow cytometry GFP, 3 h; 100% = DMSO control level | hit rate 0.51% among 330,000;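 active means GFP response versus DMSO above a set limit, roughly screen mean plus 3 SD, cut at about 180% in these data; inconclusive means fewer than 70 cells counted for a yeast strain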;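 further: median GFP fluorescence of the barcode-gated MEP2-GFP cells per well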
AGP1-GFP MLPCN: yeast TOR pathway AGP1-GFP modulation. S. cerevisiae AGP1-GFP multiplex flow cytometry, 3 h; GFP as percent of DMSO wells. GFP response vs DMSO, % at 10 µM. hit rate 0.02% among 320,000. AID 2066;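 active means GFP response relative to DMSO above a set limit, near screen average plus 3 SD, cut at about 150% in these data; inconclusive means fewer than 70 cells counted for the yeast strain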;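 further: median GFP channel fluorescence of the gated AGP1 strain per well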
RPL19A-GFP yeast: alters RPL19A-GFP fluorescence in TOR pathway yeast screen; S. cerevisiae RPL19A-GFP strain, flow cytometry, 3 h; hits give low values; percent response vs DMSO, % at 10 µM; hit rate 0.3% among 330,000;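 active means percent response vs DMSO below 50%; inconclusive means fewer than 70 events counted for the yeast strain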;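 further: median channel GFP fluorescence of the barcoded RPL19A-GFP strain; ratio of sample median GFP to plate DMSO average so 100% = DMSO; lower means less RPL19A-GFP as with rapamycin TOR inhibition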
LAP4 TOR yeast: yeast TOR pathway LAP4-GFP modulation; S. cerevisiae LAP4-GFP multiplex, flow cytometry GFP, 3 h; median GFP as percent of DMSO wells; GFP response vs DMSO, % at 10 µM; hit rate 0.34% among 320,000;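 active means GFP response vs DMSO above a set limit, about the screen mean plus 3 SD, cut at about 150% in these data; inconclusive means under 70 cell events counted for the yeast strain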
VLA-4 inh: inhibition in a human VLA-4 binding assay. VLA-4 expressing cells, ligand binding flow cytometry. inhibition, % (about 7 µM as worked out from the volumes in the protocol). hit rate 0.2% among 330,000; in the data active means inhibition above about 50%
The depositor's hits bear a star; ? = inconclusive; . = no result given; [ ] = dose if it differs, or a comment.

Molecule	VLA-4 inh	CIT2 TOR yeast	LAP4 TOR yeast	JMJD2C inh	MEP2-GFP yeast	GRK2 aptamer HTS	RPL19A-GFP yeast	AGP1-GFP MLPCN
N=c1oc2ccccc2cc1-c1nc(-c2ccc(Cl)cc2)cs1	-107	110	109	4	119	0	108	103
Cn1c(N)c(C#N)c(C#N)c1-c1ccccc1	4	93	94	-3	95	2	96	94
CC(=O)Oc1c(Br)cc(N(C(C)=O)S(=O)(=O)c2ccccc2)c2ccccc12	14	102	89	2	105	4	102	99
N#Cc1ccc(OCC(=O)N2CCN(C(=O)c3ccco3)CC2)cc1	-5	95	98	-3	98	0	94	94
COc1ccccc1NC(=O)Nc1nc(CC(=O)N2CCN(c3ccc(F)cc3)CC2)cs1	5	99	115	-2	100	0	99	108
O=C(CNC(=O)Cc1ccccc1)NCC(=O)OCc1ccc(C(=O)c2ccccc2)cc1	-4	99	97	3	106	0	99	109
CCN1CCN(c2nc3ccccn3c(=O)c2/C=C(\C#N)S(=O)(=O)c2ccccc2)CC1	-1	98	108	-1	99	0	98	104
O=C(NCCNC(=O)c1cccs1)c1ccco1	-3	107	97	-3	98	0	105	105
O=C(Nc1ccc2[nH]ccc2c1)c1ccc(F)cc1	3	95	112	2	100	0	97	105
O=S1(=O)[C@H]2CC3O[C@]2(C[C@@H]3c2ccc(F)cc2)CN1Cc1ccc(Cl)cc1	3	90	115	-15	100	0	98	97
Oc1c(CN2CCN(c3ccc(F)cc3)CC2)cc(Cl)c2cccnc12	8	106	203*	-9	118	0	.	101
COc1ccc2nc(SCC(=O)Nc3cc(C)on3)[nH]c2c1	-4	105	91	0	95	0	93	90
Cc1ccccc1CN1CCNC(=O)C1CC(=O)NCCN1CCCCC1=O (centres undefined)	8	.	85	1	115	3	108	96
CCOc1ccc(-n2c(SCC(=O)Nc3ccc(CC)cc3)nc3n[nH]c(C)c3c2=N)cc1	18	104	101	-8	107	0	108	107
O=C(COC(=O)c1ccccc1OC(F)F)Nc1ccc(N2CCCCC2)cc1	10	100	121	.	109	13	106	106
CCCCNC(=O)CCC(=O)Nc1ncc(-c2ccc(C)cc2)n1C	-11	94	94	-4	103	2	100	104
Cc1ccc(CNC(=O)CSc2nnc3c(n2)[nH]c2ccc(F)cc23)cc1	13	112	99	15	108	0	102	102
O=C(COc1ccc2ccccc2c1Br)Nc1ccncc1	4	96	104	0	99	2	104	97
Cc1c(/C=C/C(=O)c2cccs2)cnn1C	-1	97	107	0	106	1	105	105
Cc1ccc(C(=O)C(C)OC(=O)CCN2C(=O)C3C4C=CC(C5CC45)C3C2=O)cc1 (centres undefined)	11	97	97	2	95	0	103	101
COc1ccc(OC)c2[nH]c(=O)c(CCNC(=O)c3ccc4c(c3)OCO4)cc12	9	95	89	5	100	1	103	95
CO/N=C(\C(=O)N[C@@H]1C(=O)N2C(C(=O)O)=C(COC(N)=O)CS[C@H]12)c1ccco1	-1	76	90	9	84	15	90	78
CC(Oc1cc2oc(=O)c3c(c2cc1Cl)CCCC3)C(=O)NCc1ccncc1 (centres undefined)	6	?	?	3	185*[may fluoresce violet]	1	14*[may fluoresce violet]	?
CCOC(=O)c1c(-c2ccc(F)cc2)csc1NC(=O)CN1C(=O)NC2(CCCCC2C)C1=O (centres undefined)	-10	100	115	-7	129	3	104	103
Cc1nc(-c2cccc3ccccc23)ccc1C(=O)O	4	99	95	0	104	7	105	100
CSc1ccc(/C=C/C(=O)OCC(=O)N2CCCCCC2)cc1	0	99	104	4	105	0	99	91
Cc1nn(C)c(C)c1NC(=O)CSc1nc(Cc2ccccc2)nc2c1cnn2-c1ccccc1	1	95	105	-12	105	0	104	99
Cc1ccc(S(=O)(=O)NN2C(=O)/C(=C/c3ccc(C(=O)O)cc3)SC2=S)cc1	-28	87	88	-22	101	1	101	84
CCNS(=O)(=O)c1c(C)cc(N2CCCC2=O)cc1C	4	91	93	4	103	0	94	108
CCOc1cc(/C=C(\C#N)C(N)=O)ccc1OS(=O)(=O)c1ccccc1	4	96	87	14	95	1	103	94
O=C(NCC1CCCO1)/C(=C\c1ccco1)NC(=O)c1ccccc1 (centres undefined)	3	107	105	4	102	0	104	104
O=[N+]([O-])c1ccc2c(c1)nc1n2CCN(c2ccccc2)C1	-3	85	107	-3	104	0	101	100
CC(C)NS(=O)(=O)c1ccc(OCC(=O)N(C)Cc2ccccc2)cc1	-6	93	99	6	102	0	105	98
CCCNC(=O)CN(c1ccc(F)c(Cl)c1)S(C)(=O)=O	-3	97	101	-1	102	2	97	100
COc1cc(SC)ccc1C(=O)Nc1cc(C)c(OCC(=O)N2CCOCC2)c(C)c1	-20	.	73	9	93	5	101	91
Nc1cccnc1S(=O)(=O)c1ccccc1	-5	100	91	13	97	4	100	97
O=C(N/N=C/c1ccc(OC(=O)c2cccs2)cc1)c1ccccn1	-13	104	98	-8	104	0	106	101
O=C(CN1CCC(N2CCCCC2)CC1)N1CCOCC1	18	89	91	6	92	4	97	92
COc1cc([N+](=O)[O-])cc(/C=N/NC(=O)c2cccnc2)c1O	5	107	98	11	102	0	101	100
CC(=O)NCCOc1cccc(OCCNC(C)=O)c1	13	87	105	8	98	0	94	98
COCc1c(C(=O)OC/C(O)=C(\C#N)c2nc3ccccc3[nH]2)oc2ccccc12	-6	86	98	-4	104	0	95	102
COc1ccc(/C=C(\C)C(=O)c2c(C)cc(C)[nH]c2=O)cc1	11	.	.	8	105	0	104	.
CC(C)(C)c1ccc(OCC(=O)NNC(=O)c2cccnc2)cc1	7	89	110	6	92	0	95	98
O=C(COc1ccc(F)cc1)N/N=C/c1cccc2cccnc12	-9	95	112	29	114	4	97	94
N#Cc1cccc(NC(=O)CN2C(=O)NC(Cc3ccccc3)C2=O)c1 (centres undefined)	4	98	100	-9	103	2	100	105
CN1CCN(S(=O)(=O)c2cccc(C(=O)Nc3cccc(S(N)(=O)=O)c3)c2)CC1	-2	104	92	-6	107	1	105	96
Cc1cccc(-c2ccc3ncnc(NCc4cccnc4)c3c2)c1	-6	104	97	-9	88	0	94	100
Cc1cc(C)n2nc(SCC(=O)N(CCC#N)c3ccc(F)cc3)nc2n1	15	93	100	-2	94	0	95	93
CCN1CCCC1CNCC(O)COc1ccc(C(C)(C)C)cc1C (centres undefined)	8	94	104	-13	96	0	98	98
O=C(CCl)NCCCCCCCCCNC(=O)CCl	10	98	103	-6	98	0	107	100
CCN1CCN(S(=O)(=O)c2ccc3ccccc3c2)CC1	3	86	92	0	90	0	90	.
Cc1ccccc1N1C(S)=C(C#N)C(=O)NC1c1ccco1 (centres undefined)	-3	99	93	4	100	3	103	104
CC(C)(C)C(=O)/C=C1\NC(=O)CS1	-3	98	91	-17	101	4	102	93
Cc1nn(-c2ccc(F)cc2)c(Cl)c1/C=C/C(=O)OCC(=O)Nc1ccc(F)cc1F	2	88	77	0	95	0	92	83
O=C(COC(=O)C1(c2ccccc2)CC1)N1CCN(c2ccc(F)cc2)CC1	6	90	92	-49	92	3	98	93
CCOCC(=O)Nc1nc2ccccc2s1	5	93	106	-9	104	0	92	92
Cc1c(NS(=O)(=O)c2ccc(NCCN3CCOCC3)c([N+](=O)[O-])c2)c(=O)n(-c2ccccc2)n1C	5	95	111	-5	124	3	87	80
Cc1ccc(S(=O)(=O)N2[C@@H](c3ccc(Cl)c(Cl)c3)C(C(=O)O)=C[C@H]2C(C)(C)C)cc1	31	88	96	38	90	0	94	92
C=CCNC(=O)C1CC=CCC1C(=O)O (centres undefined)	29	105	103	-4	104	2	101	101
CCOC(=O)N1CCN(C(=O)/C(=C/c2cccc3ccccc23)NC(=O)c2ccc(OC)c(OC)c2)CC1	-2	103	104	-5	104	1	104	97

More records
Molecule	VLA-4 inh	CIT2 TOR yeast	LAP4 TOR yeast	JMJD2C inh	MEP2-GFP yeast	GRK2 aptamer HTS	RPL19A-GFP yeast	AGP1-GFP MLPCN
Cc1c(Cl)cccc1NC(=S)N1CCN(c2ncccn2)CC1	4	98	95	-1	107	2	99	96
CCOc1ccccc1NC(=O)CCS(=O)(=O)c1ccc2c(c1)CCN2C(C)=O	-5	97	102	-10	104	6	95	102
CC(NC(=O)C12CC3CC(CC(C3)C1)C2)C(=O)NCCN(C)C (centres undefined)	8	94	91	-3	94	1	96	97
CN1CCCC(OC(=O)c2ccc(Cl)cc2)C1 (centres undefined)	-4	102	102	21	103	4	103	101
O=C(NC(Cc1ccccc1)C(=O)O)/C(=C\c1ccccc1)NC(=O)c1ccc(Br)o1 (centres undefined)	-8	93	99	-8	100	0	97	97
Fc1ccc(-c2nnc(CSc3nnc(-c4cccs4)o3)o2)cc1	-1	96	92	-8	96	0	92	89
COCCCNC(=O)c1cc2c(-c3cccc(OC)c3)nn(C)c2s1	17	91	105	-8	107	1	96	96
CCc1nccn1S(=O)(=O)c1ccc(Br)cc1Br	-2	88	117	1	95	0	96	95
COc1cc2c(cc1OC)CN(Cc1cc(=O)n3cc(C)ccc3n1)CC2	11	103	105	-5	103	2	101	105
CCNC(=O)CC1C(=O)N(c2ccc(OC)cc2)C(=O)N1Cc1ccc(OC)cc1 (centres undefined)	6	98	105	3	102	0	103	105
O=c1[nH]c(/C=C\c2ccc(O)c(Cl)c2)nc(O)c1[N+](=O)[O-]	2	114	.	3	102	18	100	113
CCn1nc(C(=O)Nc2nc3ccc(C)cc3s2)c2ccccc2c1=O	-15	107	104	-37	100	0	100	103
COc1cc(C(=O)N2CCN(S(=O)(=O)c3cccc(F)c3)CC2)ccc1OCC(=O)N1CCOCC1	-3	105	97	-12	100	3	103	104
COc1ccc(CNC(=O)c2ccc(CN3CCOCC3)cc2)cc1	16	98	103	-35	103	0	100	100
O=C(CCC1CCN(Cc2ccccc2O)CC1)NC1CC1	-15	107	103	-17	113	2	105	100
O=C(NC1CCCC1)C(c1ccccn1)N(C(=O)c1csnn1)C1CCCC1 (centres undefined)	18	105	105	11	107	15	108	111
COc1ccc(Cl)cc1NC(=O)COC(=O)CCc1cc(OC)c(OC)c(OC)c1	-7	104	99	-15	104	7	99	105
Clc1ccc(-c2nc3ncccn3c2Nc2ccc3c(c2)OCO3)cc1	-2	106	103	-3	110	0	108	108
C=CCn1c(=N)n(CC(O)COc2ccc(OC)cc2)c2ccccc21 (centres undefined)	30	105	100	4	106	0	102	97
O=C(Oc1nsnc1N1CCOCC1)c1ccccc1	-14	98	106	-9	102	3	103	104
Cc1cnc(NC(=O)c2cc3ccccc3o2)s1	6	85	105	7	101	0	96	93
O=C(O)c1ccc(-n2nc(C(F)(F)F)c3c2-c2ccoc2CC3)cc1	7	70	107	-2	91	0	96	85
COc1ccc(N2CCN(Cc3nc4c(c(=O)n(C)c(=O)n4C)n3Cc3cccc(C)c3)CC2)cc1	20	122	109	-8	103	0	104	115
CCC(Sc1nncn1C)C(=O)Nc1cc(C)on1 (centres undefined)	5	102	106	9	102	0	99	100
O=C(CSc1nccn1-c1ccccc1)N1CCc2ccccc21	2	95	96	-5	102	0	96	98
